Assay outcomes: PubChem BioAssay, National Center for Advancing Translational Sciences (NCATS)
IMPase Li inh – qHTS Assay for Identifying the Cell-Membrane Permeable IMPase Inhibitors: Potentiation with Lithium. CHO-M1 cells, IP1 TR-FRET (IP-One), carbachol + lithium. Potency, µM (titrated, usually from 59.4 µM), for inactives: at the top dose activity, negative = IMPase inhibition, hits mostly inhibitors. 210,000 compounds, 0.35% hits;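 note: IP1 builds up when IMPase is blocked and the TR-FRET signal falls; potency is the fitted concentration of half-maximal effect; plate controls were basal vehicle for no effect and high inhibitor control for full effect; nearly all actives have a fitted effect of over 50% in size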
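CHO-M1, 2000 cells/well, 16–30 h culture; cpd + low Li+, 30 min 37C; lysis with d2-IP1/Eu-anti-IP1 Ab, 10 min RT; TR-FRET 665/620 ratio and 620 channel; AC50 via Hill.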
CBFb-RUNX1 inh – qHTS Assay for Compounds Blocking the Interaction Between CBF-beta and RUNX1 for the Treatment of Acute Myeloid Leukemia. Runt-related transcription factor 1 (Homo sapiens) + Core-binding factor subunit beta …. AlphaScreen CBFb-His/RUNX1-biotin binding, biochemical. Potency, µM (doses to about 59.8 µM), for inactives: top-dose activity, negative = inhibition, most hits filed as inhibitors. 230,000 tested, under 10 active; note: % of control where 0% means no effect
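AlphaScreen binding: CBFb-His and RUNX1-biotin (30 nM each) preincubated 20 min, compound added for 15 min, then nickel and streptavidin beads for 90 min, all at room temperature. Disruption of the interaction by any mechanism counts as activity.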
Epigenetic derep – Quantitative High-Throughput Screen for Regulators of Epigenetic Control; Potency, µM (top dose mostly 53.9 µM), without a hit: top-dose GFP activation, most hits filed as activators; 280,000 compounds, 0.2% hits; murine LDR cells, GFP reporter derepression, 30 h; AID 1865, 2009; note: potency is the fitted concentration of half-maximal effect; % of control where 0% means no effect; nearly all actives have a fitted effect of over 60% in size
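Readout is the number of GFP-expressing murine LDR cells, counted by cytometry following washing. Cells were treated with compound for 30 h at 37 C; the stably integrated CMV-GFP locus is normally silent.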
HttQ103 aggreg – qHTS Multiplex Assay to Identify Dual Action Probes in a Cell Model of Huntington: Aggregate Formation (GFP) | AID 1688, 2009 | PC12 HttQ103-GFP aggregates, Acumen cytometry, 40 h | Potency, µM (doses to about 46.1 µM), inactives show at the highest dose activity change, negative = inhibition, most hits filed as inhibitors | 220,000 compounds, 1.1% hits; note: potency is the fitted concentration of half-maximal effect; % is set by controls: 0 for no effect and ±100 for the full control effect; nearly all actives have a fitted effect of over 60% in size
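PC12 cells with ecdysone-inducible HTT exon1 Q103-GFP, induced by 100 nM tebufenozide, given compounds in a concentration series. GFP aggregates (1–25 um, 6 SD above background) counted in lysates by laser-scanning cytometry, 488 nm excitation.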
Luc counter – Counterscreen for Luciferase (Kinase-Glo TM) Inhibition; AID 1379, 2008; Potency, µM (titrated, usually from 38.3 µM), for the others: at the highest dose activity change, negative = inhibition, usual class: inhibitors; 200,000 compounds, 0.28% hits; Kinase-Glo luciferase, ATP luminescence, 8 min; note: potency is the fitted concentration of half-maximal effect; % is set by controls: 0 for no effect and ±100 for the full control effect; nearly all actives have a fitted effect of over 60% in size
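Inhibition of Kinase-Glo luciferase light generation was assessed at 10 uM ATP in pH 7.2 imidazole buffer, with luminescence measured after eight minutes at ambient temperature.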
L3MBTL1 inh – qHTS Assay for the Inhibitors of L3MBTL1; Lethal(3)malignant brain tumor-like protein 1 (Homo sapiens), Q9Y468; AlphaScreen L3MBTL1–H3K9me1 peptide binding; Potency, µM (top dose mostly 57.1 µM), without a hit: at the top dose activity, negative = inhibition, usual class: inhibitors; 230,000 compounds, 0.66% hits; note: potency is the fitted concentration of half-maximal effect; % is set by controls: 0 for no effect and ±100 for the full control effect; nearly all actives have a fitted effect of over 60% in size
Target sequence (Q9Y468 whole entry, looked up): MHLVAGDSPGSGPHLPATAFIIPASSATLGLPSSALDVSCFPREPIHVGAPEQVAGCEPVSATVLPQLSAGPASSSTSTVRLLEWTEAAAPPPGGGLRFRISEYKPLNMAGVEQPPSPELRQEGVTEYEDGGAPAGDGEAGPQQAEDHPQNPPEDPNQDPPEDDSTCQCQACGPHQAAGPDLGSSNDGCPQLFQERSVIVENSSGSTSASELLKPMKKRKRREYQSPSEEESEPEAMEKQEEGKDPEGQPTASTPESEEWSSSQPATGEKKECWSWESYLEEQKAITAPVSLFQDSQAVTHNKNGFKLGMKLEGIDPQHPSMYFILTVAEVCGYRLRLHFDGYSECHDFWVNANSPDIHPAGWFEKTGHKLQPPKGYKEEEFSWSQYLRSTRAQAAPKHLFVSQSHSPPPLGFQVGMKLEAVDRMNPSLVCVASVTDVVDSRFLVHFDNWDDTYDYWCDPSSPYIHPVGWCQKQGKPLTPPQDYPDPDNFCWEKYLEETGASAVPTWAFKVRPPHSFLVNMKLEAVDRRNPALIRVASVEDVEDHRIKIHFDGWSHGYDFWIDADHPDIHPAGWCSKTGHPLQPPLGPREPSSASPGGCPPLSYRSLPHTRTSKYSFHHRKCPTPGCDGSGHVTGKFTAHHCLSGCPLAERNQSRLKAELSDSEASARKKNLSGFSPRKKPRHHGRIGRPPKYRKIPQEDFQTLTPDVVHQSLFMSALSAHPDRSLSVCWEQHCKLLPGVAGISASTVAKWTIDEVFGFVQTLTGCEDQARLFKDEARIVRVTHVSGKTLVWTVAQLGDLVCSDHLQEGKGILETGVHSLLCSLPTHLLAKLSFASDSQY
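L3MBTL1 50 nM + b-AHA-H3(1-15)K9me1 75 nM, 30 min RT; compound added, 30 min RT; streptavidin donor/Ni-chelate acceptor beads 10 ug/mL each final, 30 min RT dark; AlphaScreen read.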
NPSR antagonist – qHTS Assay for Antagonists of the Neuropeptide S Receptor: cAMP Signal Transduction. Q6W5P4. CHO-NPSR cells, cAMP TR-FRET, antagonist mode. Potency, µM (highest dose often 38.3 µM), inactives show at the highest dose activity change, negative = inhibition, usual class: inhibitors. 220,000 compounds, 1% hits. AID 1461, 2008; note: potency is the fitted concentration of half-maximal effect; % is set by controls: 0 for no effect and ±100 for the full control effect; nearly all actives have a fitted effect of over 50% in size; many of its hits are not listed in these tables
The depositor's hits bear a star; ? = inconclusive; / = no result given; & = joins results of further samples; [ ] = remark or other dose. Calls come from the whole dose curve; as a rule, active = well fitted curve in the direction sought with a large enough effect; inconclusive = small, poorly fitted or top-dose-only effect, or another doubt; inactive = no such curve, though single readings can be large; an effect the other way counts as inactive or inconclusive. A portion of the library (hit frequency here may not be typical).

SMILES	IMPase Li inh	CBFb-RUNX1 inh	Epigenetic derep	HttQ103 aggreg	Luc counter	L3MBTL1 inh	NPSR antagonist
Cc1ccc(Nc2c(-c3ccc(N4CCOCC4)cc3)nc3cnccn23)cc1	/	4%	-0.3%	-2%[9.22 µM]	/	/	-21%
CN(C)S(=O)(=O)N1CCN(c2ccc([N+](=O)[O-])c(N3CCOCC3)c2)CC1	0%	-3%	0.1%	8%	0%	2%	-9%
COc1cc(C2=NOC(C(=O)NCc3ccccn3)C2)cc(OC)c1OC (stereo unspecified)	10%[38.3 µM]	-2%	-1.0%	15%	19%	/	4%[46.1 µM]
Cc1ccc(C2OCC3(CO)COC(c4ccc(C)cc4)N23)cc1 (stereo unspecified)	47%[activator][38.3 µM]	2%	-4.8%	1%	-3%	/	-17%[46.1 µM]
COc1ccccc1NC(=O)c1ccc(NC(=O)CSc2n[nH]c(N)n2)cc1	6%	5%	1.0%	-9%	3%	8%	17%
COc1ccc(C(=O)Nc2ccc(Cl)cc2C(=O)NCCN2CCOCC2)cc1	-17%[38.3 µM]	1%	-2.0%	-17%	-8%	-10%	-8%[46.1 µM]
CCCNC(=O)CSc1nc2[nH]ncc2c(=O)[nH]1	1%	-7%	0.6%	1%	5%	5%	6%
COc1ccc(NC(=S)NC(=O)/C=C/c2cccs2)cc1	2%	-12%	-0.5%	?	-4%	-1%	-16%
O=C(c1ccc(F)cc1)C1CCN(Cc2cn[nH]c2-c2ccc(F)cc2)CC1	/	-5%	0.5%	2%[9.22 µM]	/	-2%	21%
COc1ccccc1N1CC(C(=O)Nc2nnc(SCc3ccccn3)s2)CC1=O (stereo unspecified)	1%	-5%	1.1%	0%	2%	1%	-18%[46.1 µM]
CSc1nccc(Nc2ccccc2)c1C#N	/	1%	1.8%	-13%	/	10%	-6%[46.1 µM]
CCOc1cccc(C2C(C#N)=C(N)Oc3cc(C)n(Cc4ccccn4)c(=O)c32)c1OCC (stereo unspecified)	-15%[38.3 µM]	6%	-1.0%	4%	-2%	2%	4%[46.1 µM]
N#Cc1c(N2CCCCC2)nc(N)c2c(N)nc3c(c12)CC(CCl)O3 (stereo unspecified)	24%	4%	2.2%	-13%	2%	16%	-20%
O=C(c1c[nH]c(C(=O)C(Cl)(Cl)Cl)c1)c1ccc(F)cc1Cl	9%	1%	2.3%	17%	1%	6%	-4%
CCSc1nnc(-c2ccccc2NC(=O)CC)c(=O)[nH]1	-7%[38.3 µM]	6%	6.5%	-12%	-2%	-2%	0%[46.1 µM]
c1ccc(CSCc2cn3ccsc3n2)cc1	16%[38.3 µM]	-1%	1.1%	-4%	2%	/	-12%[46.1 µM]
Cc1ccc(S(=O)(=O)NCc2nnc(SCC(=O)Nc3cccc(C)c3C)n2C)cc1	12%[38.3 µM]	-4%	-0.4%	?	-2%	/	-11%[46.1 µM]
Cc1ccc(C(=O)NCCSCc2ccccc2)cc1[N+](=O)[O-]	-1%	4%	-0.9%	-8%	1%	-1%	-5%
COc1cc2c(cc1OC)C(c1ccc(-c3ccc(Cl)cc3Cl)o1)=NCC2	12%[38.3 µM]	-9%	-1.1%	14µM*	-2%	-1%	7.9µM*
CCC(=O)N/N=C(\C)CC(=O)Nc1ccccc1-c1ccccc1	0%	1%	0.0%	-1%	2%	10%	5%
CC(C)C[C@@H](CC(=O)N[C@@H](CCCN)CC(=O)N[C@@H]1CCNC[C@H]1C(=O)N[C@H](CC(=O)N[C@@H](CCC(=O)O)CC(=O)O)Cc1c[nH]c2ccccc12)NC(=O)[C@@H]1CNCC[C@H]1N	16%	9%	-1.1%	/	2%	/	/
NNC(=O)c1csc(-c2ccc(C(F)(F)F)cc2Cl)n1	/	3%	6.3%	-5%[9.22 µM]	/	3%	?
COc1cccc(CNC(=O)C2CCN(S(=O)(=O)c3ccccc3)CC2)c1	4%[38.3 µM]	1%	-1.0%	7%	-3%	0%	-10%[46.1 µM]
O=C(Cn1cnc([N+](=O)[O-])n1)NCCc1ccccc1	3%	3%	2.4%	2%[9.22 µM]	2%	-3%	-15%
C=CCNC(=O)C1CCN(c2nc(C)cc(-c3ccccc3)n2)CC1	8%[38.3 µM]	-5%	0.0%	-19%	1%	1%	-25%[46.1 µM]

Fetched by compound from above, 2 records:
SMILES	IMPase Li inh	CBFb-RUNX1 inh	Epigenetic derep	HttQ103 aggreg	Luc counter	L3MBTL1 inh	NPSR antagonist
O=C(c1c[nH]c(C(=O)C(Cl)(Cl)Cl)c1)c1ccc(F)cc1Cl	9%	1%	2.3%	17%	1%	6%	-4%
COc1ccccc1NC(=O)c1ccc(NC(=O)CSc2n[nH]c(N)n2)cc1	6%	5%	1.0%	-9%	3%	8%	17%

(further entries)
SMILES	IMPase Li inh	CBFb-RUNX1 inh	Epigenetic derep	HttQ103 aggreg	Luc counter	L3MBTL1 inh	NPSR antagonist
Cc1cc(NS(=O)(=O)c2ccc(NC(=O)c3cc4ccccc4o3)cc2)nc(C)n1	35%[38.3 µM]	0%	-0.1%	11%	0%	/	2%[46.1 µM]
CCC1CCCCN1Cc1nc2c(c(=O)n(C)c(=O)n2C)n1CCC(C)C (stereo unspecified)	19%[38.3 µM]	6%	0.0%	-16%	-2%	21%	?
O=C1CCCN1CCCNC(=S)Nc1ccc(F)cc1	10%	3%	-1.1%	-14%	2%	1%	9%
O=C(c1cc2cc(Br)ccc2oc1=O)N1CCN(c2ccccn2)CC1	-1%[38.3 µM]	2%	0.7%	-1%	-7%	0%	4%[46.1 µM]
CCN(C(=O)COC(=O)c1c2c(nc3ccccc13)/C(=C/c1ccccc1)CC(C)C2)C1CCS(=O)(=O)C1 (stereo unspecified)	-4%	29%	0.1%	-11%	2%	7%	-26%
COc1ccccc1NC(=O)CSc1ccc(-c2cccs2)nn1	1%	-3%	6.4%	16%	-4%	/	-7%
Clc1ccc(/C=C/c2nc3ccccc3[nH]2)cc1	-17%[38.3 µM]	-1%	0.0%	-8%	13µM*	6%	-18%[46.1 µM]
COC(=O)C1CCN(CC(=O)Nc2sc3c(c2C#N)CCC3)CC1	-7%[38.3 µM]	-2%	-1.2%	9%	-1%	-12%	-3%[46.1 µM]
Cc1cc(C)c(N2C(=O)C3C4CC(=O)C(c5ccccc54)C3C2=O)c(C)c1 (stereo unspecified)	/	8%	-1.9%	-4%[9.22 µM]	/	/	6%
COc1ccc(CNC(=S)Nc2ccc3nc(N4CCOCC4)cc(C)c3c2)cc1	-5%	-8%	0.5%	-20%	-2%	/	-7%
O=C(c1ccccc1)N1CC(COc2ccccc2)OC(c2ccco2)O1 (stereo unspecified)	-8%[38.3 µM]	-1%	-0.9%	16%	0%	-8%	-18%[46.1 µM]
CN(C(=O)CSc1nc2ccc([N+](=O)[O-])cc2s1)C1CCS(=O)(=O)C1 (stereo unspecified)	/	15%	-0.1%	-6%[9.22 µM]	/	/	-3%
O=C(Cn1c(NCCO)nc2ccccc21)NCC1CCCO1 (stereo unspecified)	-2%	18%	6.8%	4%	1%	32%	11%
Cc1cccn2c(=O)c3cc(C#N)c(=O)n(CCCN4CCOCC4)c3nc12	21%[38.3 µM]	2%	-3.2%	1%	-2%	-10%	1%[46.1 µM]
Cc1c(C#N)c(=O)c(-[n+]2ccccc2)c([S-])n1-c1ccc(Cl)cc1	/	-2%	6.2%	6%[9.22 µM]	/	/	4%
COc1ccc2c(c1OC)C(=O)OC2CC(=O)c1ccc2c(c1)OCO2 (stereo unspecified)	25%[38.3 µM]	8%	-1.2%	-8%	1%	16%[11.4 µM]	-3%[46.1 µM]
Fc1ccc2c(c1)C(c1ccncc1)=NNC(c1ccc(Cl)cc1)=N2	3%[38.3 µM]	-4%	-0.5%	-20%	1%	2%	-21%[46.1 µM]
COc1ccc(C2/C=C\CN(S(=O)(=O)c3ccc(C)cc3)CC(=O)N2Cc2ccc(F)cc2)cc1 (stereo unspecified)	/	13%&6%	-1.6%	-10%[9.22 µM]	/	/	-33%
COC(=O)c1c(C)[nH]c(C(=O)CN2CCOCC2)c1C	1%[38.3 µM]	5%	1.0%	2%	-4%	/	-2%[46.1 µM]
Cc1cc(C(=O)OCC(=O)NCCc2ccccc2)c(C)o1	-12%[38.3 µM]	12%	3.2%	-18%	0%	-3%	5%[46.1 µM]
O=C(Nc1ccc2c(c1)OCCO2)c1cccc(S(=O)(=O)N2CCOCC2)c1	6%[38.3 µM]	-1%	-7.2%	-12%	2%	0%	-6%[46.1 µM]
CC(=O)Nc1nnc(SCc2ccccc2F)s1	18%[38.3 µM]	2%	-1.0%	6%	-3%	/	-2%[46.1 µM]

Grouped by structure: those above containing an NH in an aromatic ring
SMILES	IMPase Li inh	CBFb-RUNX1 inh	Epigenetic derep	HttQ103 aggreg	Luc counter	L3MBTL1 inh	NPSR antagonist
COc1ccccc1NC(=O)c1ccc(NC(=O)CSc2n[nH]c(N)n2)cc1	6%	5%	1.0%	-9%	3%	8%	17%
CCCNC(=O)CSc1nc2[nH]ncc2c(=O)[nH]1	1%	-7%	0.6%	1%	5%	5%	6%
O=C(c1ccc(F)cc1)C1CCN(Cc2cn[nH]c2-c2ccc(F)cc2)CC1	/	-5%	0.5%	2%[9.22 µM]	/	-2%	21%
O=C(c1c[nH]c(C(=O)C(Cl)(Cl)Cl)c1)c1ccc(F)cc1Cl	9%	1%	2.3%	17%	1%	6%	-4%
CCSc1nnc(-c2ccccc2NC(=O)CC)c(=O)[nH]1	-7%[38.3 µM]	6%	6.5%	-12%	-2%	-2%	0%[46.1 µM]
CC(C)C[C@@H](CC(=O)N[C@@H](CCCN)CC(=O)N[C@@H]1CCNC[C@H]1C(=O)N[C@H](CC(=O)N[C@@H](CCC(=O)O)CC(=O)O)Cc1c[nH]c2ccccc12)NC(=O)[C@@H]1CNCC[C@H]1N	16%	9%	-1.1%	/	2%	/	/
Clc1ccc(/C=C/c2nc3ccccc3[nH]2)cc1	-17%[38.3 µM]	-1%	0.0%	-8%	13µM*	6%	-18%[46.1 µM]
COC(=O)c1c(C)[nH]c(C(=O)CN2CCOCC2)c1C	1%[38.3 µM]	5%	1.0%	2%	-4%	/	-2%[46.1 µM]
